TbHK1 inh – Trypanosoma brucei hexokinase 1 inhibitors, primary screen, biochemical, G6PDH-coupled NADH absorbance, MLSCN library; hexokinase 1 [Trypanosoma brucei]; inhibition, % at 10 µM; recombinant TbHK1, G6PDH-coupled NADH A340; actives 0.11% (n = 220,000);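 active = inhibition of 50% or more in the single-dose primary screen; inactive = inhibition below 50%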
14-3-3 Bad inh – inhibitors of 14-3-3 zeta/Bad binding, primary screen, biochemical, TR-FRET, bovine 14-3-3 zeta; 14-3-3 protein zeta/delta (Bos taurus), P63103; TR-FRET 14-3-3zeta/Dy647-pBad peptide displacement, 1 h; inhibition, % at 21.7 µM; actives 0.71% (n = 220,000); AID 781, 2007;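 active = inhibition above about 70%, limit read from the data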;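 note: 0% = full 14-3-3 plus peptide FRET controls and 100% = background without 14-3-3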
Target sequence (P63103 whole entry, looked up): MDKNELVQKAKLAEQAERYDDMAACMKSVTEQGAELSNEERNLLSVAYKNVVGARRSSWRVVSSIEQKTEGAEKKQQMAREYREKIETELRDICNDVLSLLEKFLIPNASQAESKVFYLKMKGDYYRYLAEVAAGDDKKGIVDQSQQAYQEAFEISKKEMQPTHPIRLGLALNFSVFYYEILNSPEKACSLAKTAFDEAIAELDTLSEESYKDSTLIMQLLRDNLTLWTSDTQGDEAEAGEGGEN
Runt-CBFb FRET – inhibitors of RUNX1 Runt–CBFb binding, primary screen, biochemical, FRET, Cerulean-Runt, Venus-CBFb, uHTS | Runt-related transcription factor 1 (Homo sapiens) + Core-binding factor subunit beta … | Cerulean-Runt/Venus-CBFb FRET ratio 530/480, 1 h | inhibition, % at 20 µM | actives 0.46% (n = 220,000) | AID 1496, 2009;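 active = inhibition over about 50% at 20 µM in the single-dose screen, limit read from the data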;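 note: 0% = DMSO wells and 100% = excess unlabeled CBFb competitor control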
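Assay system: Cerulean-Runt domain / Medium: Tris 50 mM pH 7.5, KCl, K2SO4, 0.01% BSA / Timing: protein complex preformed 1 h, compound exposure 1 h, room temperature, dark / Measured by: FRET, excitation 422 nm, emission at 530 and 480 nm / Evaluation: loss of energy transfer signal / Control set: 5 µM unlabeled CBFb as full-inhibition high control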
Mdm2 ligase inh – MDM2-luciferase reporter signal enhancers, primary screen, MDM2 E3 ligase inhibitor project, cell-based, luminescence, 1536-well | E3 ubiquitin-protein ligase Mdm2 (Homo sapiens), Q00987 | cell-based MDM2 ubiquitination luciferase reporter, 2 h; 0 = plate control, 100 = twice control, blank-subtracted | signal enhancement, % at 5 µM | actives 0.11% (n = 210,000) | AID 1230, 2008;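 active = signal enhancement of 30% or more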;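 note: luminescence tracks abundance of the self-degrading MDM2-luciferase fusion protein; higher signal means inhibition of MDM2 E3 ligase activity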
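Timing – 2 h compound exposure at 37 °C · Assay system – mammalian cells stably expressing self-ubiquitinating, self-degrading MDM2 E3–luciferase fusion · Amount – 2000 cells seeded into each well · Measure – % luminescence enhancement versus blank-corrected plate control mean · Measured by – SteadyLite luminescence, 15 min reagent step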
EBV gp42 inh – Epstein-Barr virus gp42 inhibitors, primary screen, biochemical, uHTS, fluorescence polarization; Fluorescence polarization binding assay, mP read-out; inhibition, % (tested at 21.74 µM); actives 0.42% (n = 220,000); AID 1085, 2008; in the data active = inhibition above about 50%
Target sequence (Q1HVG2 whole entry, looked up): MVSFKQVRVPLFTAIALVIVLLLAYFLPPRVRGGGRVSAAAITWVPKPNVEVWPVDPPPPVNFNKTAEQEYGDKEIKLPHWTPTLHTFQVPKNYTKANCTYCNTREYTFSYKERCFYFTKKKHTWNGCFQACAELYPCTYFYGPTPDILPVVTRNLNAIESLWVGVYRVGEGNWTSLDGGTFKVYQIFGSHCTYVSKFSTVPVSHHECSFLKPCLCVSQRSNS
Runt-SMMHC FRET – inhibitors of RUNX1 Runt–CBFb-SMMHC binding, primary screen, biochemical, FRET, Cerulean-Runt, Venus-CBFb-SMMHC, uHTS. Runt-related transcription factor 1 (Homo sapiens) + Core-binding factor subunit beta …. Cerulean-Runt/Venus-CBFb-SMMHC FRET ratio 530/480, 1 h. inhibition, % at 20 µM. actives 0.74% (n = 220,000). AID 1434, 2008;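 active = mean inhibition across duplicate retests at 20 µM reaching about 50%, limit read from the data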;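 note: 0% = DMSO wells and 100% = wells with excess untagged CBFb-SMMHC; inhibitors lower the FRET ratio by blocking Runt binding to CBFb-SMMHC; some results filed as inactive read as strong as hits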
Hck-Nef inh – inhibitors of Nef-activated human Hck kinase, primary screen, biochemical, Z-Lyte FRET, 384-well, Hck-YEEI. inhibition, % at 20 µM. Tyrosine-protein kinase HCK (Homo sapiens), P08631. Recombinant Hck-YEEI plus Nef, Z-Lyte FRET kinase assay. actives 0.68% (n = 220,000). AID 463187, 2010;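 active = Hck-Nef kinase inhibition above about 50%, limit read from the data; inactive = inhibition below that limit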;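 note: 0% = DMSO with Hck plus Nef and 100% = Hck alone without Nef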
Target sequence (P08631 whole entry, looked up): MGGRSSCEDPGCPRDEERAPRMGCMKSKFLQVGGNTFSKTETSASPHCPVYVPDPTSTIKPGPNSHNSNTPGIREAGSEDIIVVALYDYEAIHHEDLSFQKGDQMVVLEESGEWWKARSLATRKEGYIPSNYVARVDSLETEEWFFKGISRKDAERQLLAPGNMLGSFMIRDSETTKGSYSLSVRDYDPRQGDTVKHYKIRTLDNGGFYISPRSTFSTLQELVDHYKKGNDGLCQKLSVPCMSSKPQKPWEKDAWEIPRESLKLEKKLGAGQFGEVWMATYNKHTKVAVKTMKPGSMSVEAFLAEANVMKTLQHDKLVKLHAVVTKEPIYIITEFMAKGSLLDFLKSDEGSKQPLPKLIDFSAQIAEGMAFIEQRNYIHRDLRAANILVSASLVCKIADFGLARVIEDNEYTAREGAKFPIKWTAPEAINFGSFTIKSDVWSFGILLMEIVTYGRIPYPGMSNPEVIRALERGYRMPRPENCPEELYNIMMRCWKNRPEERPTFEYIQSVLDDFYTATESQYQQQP
p47phox inh – p47phox/p22phox peptide binding inhibitors, primary screen, biochemical, uHTS, NADPH oxidase regulatory subunit. Neutrophil cytosol factor 1 (Homo sapiens), P14598. inhibition, % at 24.7 µM. AID 1274, 2008. fluorescence polarization, 2 h. actives 0.53% (n = 220,000);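 active = inhibition above about 30%, limit read from the data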;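 note: 0% = p47phox with labelled peptide and 100% = labelled peptide alone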
L929 necroptosis – inhibitors of zVAD-triggered necroptosis, primary screen, L929 cells. L929 zVAD necroptosis rescue, ATP luminescence, 24 h; with zVAD 60 µM. viability rescue, % at 10 µM. actives 0.38% (n = 220,000);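 active = activation, scaled between plate controls, above about 75%, limit read from the data; inactive = activation under that limit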;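 note: 0% = zVAD with DMSO and 100% = DMSO alone without zVAD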
* hit, by the source's call; [ ] = another dose, or the depositor's remark.

What do the screens show for `COc1ccc(CCNC(=O)CSc2nnnn2C)cc1OC`?
TbHK1 inh: 4; 14-3-3 Bad inh: 7; Runt-CBFb FRET: -2; Mdm2 ligase inh: -11; EBV gp42 inh: -6; Runt-SMMHC FRET: -1; Hck-Nef inh: 12; p47phox inh: 8; L929 necroptosis: 5.9

How did O=C(OC1CCCCC1=O)c1cc(=O)c2ccccc2o1 (centres undefined) do in these assays?
TbHK1 inh: 20; 14-3-3 Bad inh: 0; Runt-CBFb FRET: 0; Mdm2 ligase inh: 9; EBV gp42 inh: -14; Runt-SMMHC FRET: 0; Hck-Nef inh: 3; p47phox inh: -7; L929 necroptosis: -0.1

Results for CC(NC(=O)CSCc1ccccc1Br)c1ccccc1 (centres undefined) ?
TbHK1 inh: 0; 14-3-3 Bad inh: -11[fluorescence artefact?]; Runt-CBFb FRET: -2; Mdm2 ligase inh: 14; EBV gp42 inh: -7; Runt-SMMHC FRET: 2; Hck-Nef inh: 5; p47phox inh: 3; L929 necroptosis: 0.7

What do the screens show for `CCCN(CC(=O)Nc1cc(Cl)ccc1Cl)C(=O)/C=C/c1ccco1`?
TbHK1 inh: -5; 14-3-3 Bad inh: -6[fluorescence artefact?]; Runt-CBFb FRET: 2; Mdm2 ligase inh: -15; EBV gp42 inh: -7; Runt-SMMHC FRET: 3; Hck-Nef inh: -3; p47phox inh: -3; L929 necroptosis: -0.5

Results for COc1ccc(N(CC(=O)Nc2ccc(S(=O)(=O)N3CCOCC3)cc2)S(=O)(=O)c2ccc(F)cc2)cc1 ?
TbHK1 inh: 3; 14-3-3 Bad inh: -7; Runt-CBFb FRET: 0; Mdm2 ligase inh: -21; EBV gp42 inh: 3; Runt-SMMHC FRET: -4; Hck-Nef inh: -1; p47phox inh: -3; L929 necroptosis: -0.4

What do the screens show for `CN1CCN(c2ccccc2NC(=O)C(Cc2ccccc2)n2cccc2)CC1` (centres undefined)?
TbHK1 inh: 4; 14-3-3 Bad inh: 37[fluorescence artefact?]; Runt-CBFb FRET: -1; Mdm2 ligase inh: -12; EBV gp42 inh: -1; Runt-SMMHC FRET: 2; Hck-Nef inh: 29; p47phox inh: -14; L929 necroptosis: -0.4

How did CC(=O)C1=C(O)CC(c2ccccc2)CC1=NCCc1c(C)[nH]c2ccc(C)cc12 (centres undefined) do in these assays?
TbHK1 inh: -4; 14-3-3 Bad inh: -2; Runt-CBFb FRET: -2; EBV gp42 inh: 6; Runt-SMMHC FRET: -2; Hck-Nef inh: -4; p47phox inh: -4; L929 necroptosis: -0.8

What do the screens show for `CN(C)c1nc(C(N)=O)nc(N2CCOCC2)n1`?
TbHK1 inh: -4; 14-3-3 Bad inh: -3[fluorescence artefact?]; Runt-CBFb FRET: 1; Mdm2 ligase inh: -4; EBV gp42 inh: 0; Runt-SMMHC FRET: 2; Hck-Nef inh: 3; p47phox inh: 3; L929 necroptosis: 0.5

What do the screens show for `O=C(NCCN1CCOCC1)c1ccc(CS(=O)(=O)Cc2ccccc2F)o1`?
TbHK1 inh: 3; 14-3-3 Bad inh: -4; Runt-CBFb FRET: 1; Mdm2 ligase inh: 11; EBV gp42 inh: -7; Runt-SMMHC FRET: -3; Hck-Nef inh: -12; p47phox inh: -6; L929 necroptosis: 0.3

What do the screens show for `Cc1ccc2oc(=O)c(/C=C(\O)c3cccs3)nc2c1`?
TbHK1 inh: -26; 14-3-3 Bad inh: -4; Runt-CBFb FRET: 8; Mdm2 ligase inh: 5; EBV gp42 inh: -79; Runt-SMMHC FRET: -18; Hck-Nef inh: -18; p47phox inh: -57; L929 necroptosis: 3.5

How did CS/C(=N\S(=O)(=O)c1ccccc1)c1ccccc1 do in these assays?
TbHK1 inh: 29; 14-3-3 Bad inh: -21; Runt-CBFb FRET: 12; Mdm2 ligase inh: 5; EBV gp42 inh: 1; Runt-SMMHC FRET: -5; Hck-Nef inh: 1; p47phox inh: 0; L929 necroptosis: 0.6

What do the screens show for `c1ccc(CNc2nc3ccccc3n3cnnc23)cc1`?
TbHK1 inh: -6; 14-3-3 Bad inh: 8; Runt-CBFb FRET: 2; Mdm2 ligase inh: -7; EBV gp42 inh: -7; Runt-SMMHC FRET: -2; Hck-Nef inh: 0; p47phox inh: 3; L929 necroptosis: 1.7

Results for COc1ccc(-n2c(Cc3cccn3C)nnc2SCC(=O)NCC2CCCO2)cc1 (centres undefined) ?
TbHK1 inh: -2; 14-3-3 Bad inh: 0; Runt-CBFb FRET: 0; Mdm2 ligase inh: -4; EBV gp42 inh: -20; Runt-SMMHC FRET: -3; Hck-Nef inh: 12; p47phox inh: -14; L929 necroptosis: 1.2

What do the screens show for `COC(=O)c1ccc(Cn2cc(C(F)(F)F)cc([N+](=O)[O-])c2=O)cc1`?
TbHK1 inh: -12; 14-3-3 Bad inh: -2; Runt-CBFb FRET: 0; Mdm2 ligase inh: -5; EBV gp42 inh: -6; Runt-SMMHC FRET: 1; Hck-Nef inh: -6; p47phox inh: -12; L929 necroptosis: 3.5

How did CC1(c2ccccn2)Nc2ccccc2-c2nc3ccccc3n21 (centres undefined) do in these assays?
TbHK1 inh: -28; Runt-CBFb FRET: 1; Mdm2 ligase inh: 6; EBV gp42 inh: -4; Runt-SMMHC FRET: 8; Hck-Nef inh: 19; p47phox inh: 5; L929 necroptosis: 0.7

Results for COc1ccc(C(=O)Nc2ccc(NC(=O)C(C)C)nc2)cc1 ?
TbHK1 inh: -7; 14-3-3 Bad inh: 17; Runt-CBFb FRET: 1; Mdm2 ligase inh: -21; EBV gp42 inh: -15; Runt-SMMHC FRET: 3; Hck-Nef inh: 18; p47phox inh: -4; L929 necroptosis: 1.2

What do the screens show for `COCC1CCCN(Cc2cn[nH]c2-c2cc3ccccc3o2)C1` (centres undefined)?
TbHK1 inh: -10; 14-3-3 Bad inh: 3; Runt-CBFb FRET: -1; Mdm2 ligase inh: -2; EBV gp42 inh: -7; Runt-SMMHC FRET: 0; Hck-Nef inh: 5; p47phox inh: 3; L929 necroptosis: -0.9

What do the screens show for `COc1ccc(C=C(c2nc3ccccc3s2)c2nc3ccccc3s2)cc1O`?
TbHK1 inh: -25; 14-3-3 Bad inh: 2; Runt-CBFb FRET: 9; Mdm2 ligase inh: -9; EBV gp42 inh: 5; Runt-SMMHC FRET: -7; Hck-Nef inh: 0; p47phox inh: -69; L929 necroptosis: 20

Results for Cc1ccc(S(=O)(=O)NCc2cn3c(C)csc3n2)cc1 ?
TbHK1 inh: 3; 14-3-3 Bad inh: 4; Runt-CBFb FRET: 3; Mdm2 ligase inh: -4; EBV gp42 inh: -6; Runt-SMMHC FRET: 0; Hck-Nef inh: 2; p47phox inh: -13; L929 necroptosis: 0.1

Results for Cc1cc(C)n2ncc(C(=O)Nc3ccc(Cl)c(Cl)c3)c2n1 ?
TbHK1 inh: -17; 14-3-3 Bad inh: -10; Runt-CBFb FRET: -1; Mdm2 ligase inh: -16; EBV gp42 inh: -24; Runt-SMMHC FRET: -3; Hck-Nef inh: 22; p47phox inh: -23; L929 necroptosis: 1.8

Results for Cc1onc(-c2c(Cl)cccc2Cl)c1NC(=O)N(C)N ?
TbHK1 inh: -2; 14-3-3 Bad inh: 6; Runt-CBFb FRET: 2; Mdm2 ligase inh: -2; EBV gp42 inh: 5; Runt-SMMHC FRET: 1; Hck-Nef inh: 8; p47phox inh: 0; L929 necroptosis: -0.1

What do the screens show for `O=C(NO)c1ccc(C(=O)N(C2CCCCC2)C2CCCCC2)cc1`?
TbHK1 inh: 1; 14-3-3 Bad inh: 12; Runt-CBFb FRET: -1; Mdm2 ligase inh: -9; EBV gp42 inh: -19; Runt-SMMHC FRET: -1; Hck-Nef inh: 1; p47phox inh: 0; L929 necroptosis: -0.4

How did OC1(c2ccc(Cl)cc2)CCN(Cc2cn[nH]c2-c2ccc(F)cc2)CC1 do in these assays?
TbHK1 inh: 3; 14-3-3 Bad inh: -3; Runt-CBFb FRET: 0; Mdm2 ligase inh: -8; EBV gp42 inh: -10; Runt-SMMHC FRET: 1; Hck-Nef inh: 1; p47phox inh: -2; L929 necroptosis: 3.4

Results for CCOC(=O)COC(=O)c1ccc(Oc2cc(C)nc(SC)n2)cc1 ?
TbHK1 inh: 2; 14-3-3 Bad inh: -2; Runt-CBFb FRET: -5; Mdm2 ligase inh: 4; EBV gp42 inh: 1; Runt-SMMHC FRET: 0; Hck-Nef inh: 9; p47phox inh: -7; L929 necroptosis: -1.4

How did COc1ccc(N(C=O)C(=S)SC)cc1 do in these assays?
TbHK1 inh: -9; 14-3-3 Bad inh: 2; Runt-CBFb FRET: 1; Mdm2 ligase inh: 6; EBV gp42 inh: -15; Runt-SMMHC FRET: 4; Hck-Nef inh: 30; p47phox inh: -2; L929 necroptosis: 0.3

Molecules shown so far that contain a furan ring, fused or not (3):
What do the screens show for `CCCN(CC(=O)Nc1cc(Cl)ccc1Cl)C(=O)/C=C/c1ccco1`?
TbHK1 inh: -5; 14-3-3 Bad inh: -6[fluorescence artefact?]; Runt-CBFb FRET: 2; Mdm2 ligase inh: -15; EBV gp42 inh: -7; Runt-SMMHC FRET: 3; Hck-Nef inh: -3; p47phox inh: -3; L929 necroptosis: -0.5

What do the screens show for `O=C(NCCN1CCOCC1)c1ccc(CS(=O)(=O)Cc2ccccc2F)o1`?
TbHK1 inh: 3; 14-3-3 Bad inh: -4; Runt-CBFb FRET: 1; Mdm2 ligase inh: 11; EBV gp42 inh: -7; Runt-SMMHC FRET: -3; Hck-Nef inh: -12; p47phox inh: -6; L929 necroptosis: 0.3

What do the screens show for `COCC1CCCN(Cc2cn[nH]c2-c2cc3ccccc3o2)C1` (centres undefined)?
TbHK1 inh: -10; 14-3-3 Bad inh: 3; Runt-CBFb FRET: -1; Mdm2 ligase inh: -2; EBV gp42 inh: -7; Runt-SMMHC FRET: 0; Hck-Nef inh: 5; p47phox inh: 3; L929 necroptosis: -0.9

Source: PubChem BioAssay
